Source: PubChem BioAssay
CXXC DNA block = qHTS Fluorescence Polarization Assay for Inhibitors of MLL CXXC domain - DNA interaction | Histone-lysine N-methyltransferase 2A (Homo sapiens), Q03164 | MLL-CXXC / FITC-HOXA9 DNA fluorescence polarization | Potency, µM (top dose mostly 115 µM), inactives show top-dose activity change, negative = inhibition, hits mostly inhibitors | 0.037% of 290,000 active | AID 2662, 2010; active = well fitted inhibition curve with a large enough effect in the polarisation, with a control signal flat, not every such curve was filed as active; inconclusive = small, poorly fitted or top-dose-only effect, or effect the other way, or a change in a side signal; inactive = no such curve, though single readings can be large or run the other way; the % refers to the polarisation; also: potency is read from the fitted curve at half-maximal effect
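Purified MLL-CXXC (added from a 7 uM solution) was preincubated 5 min at ambient with pinned compounds in 50 mM Tris-HCl pH 7.5, 50 mM NaCl, 1 mM DTT, 0.05% BSA. Fluorescein-labeled HOX-A9 DNA (50 nM solution) followed, 30 min, then polarization read.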
Integrin act MD = qHTS for Activators of Integrin-Mediated Alleviation for Muscular Dystrophy; Potency, µM (series often up to 38.3 µM), for the others: at the highest dose activation, most hits filed as activators; alpha7betagal myoblasts, beta-gal FDG fluorescence, 48 h; 0.064% of 350,000 active;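 also: potency is read from the fitted curve at half-maximal effect; 100% = response of the positive control SU9516; nearly all actives have a fitted effect of over 60% in size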
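alpha7betagal+/- myoblasts (passage 13, 250/well) treated 48 h at 37C with compounds at 1:260 dilution of DMSO stock. Lysed, then beta-galactosidase activity read as FDG fluorescence (ex 480/em 540) after 30 min, with pre-read for autofluorescence.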
Menin MLL FP TR = qHTS Assay for Inhibitors Targeting the Menin-MLL Interaction in MLL Related Leukemias: Competition With Texas Red Labeled MLL-derived Mutant Peptide; Menin + Texas Red MLL mutant peptide, fluorescence polarization; Potency, µM (highest dose often 61.6 µM), without a hit: top-dose FP activity change, negative = inhibition, hits mostly inhibitors; 0.23% of 270,000 active; active = well fitted inhibition curve with a large enough effect in the polarisation, with a control signal flat, not every such curve was filed as active; inconclusive = small, poorly fitted or top-dose-only effect, or effect the other way, or a change in a side signal; inactive = no such curve, though single readings can be large or run the other way; the % refers to the polarisation; also: potency is read from the fitted curve at half-maximal effect; % of control where 0% means no effect; many of its hits are not listed in these tables
TSHR antag = Antagonists of the Thyroid Stimulating Hormone Receptor: HTS campaign; TSHR-expressing cells, TSH-stimulated cAMP HTRF, 2 h; active compounds read low; activity change, negative = inhibition, % at 11.5 µM; 0.2% of 330,000 active; AID 504810, 2011;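 active = activity change below a set negative limit, meaning inhibition stronger than a set level, cut at about -70% in these data; inconclusive = activity change between two set negative limits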; also: % is scaled to controls: 0 for no effect and ±100 for the full control effect
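Cell-based HTRF cAMP assay; TSHR cells + compound, TSH EC80 (4nM final), 2 h, 37 deg C. Lysis with anti-cAMP cryptate and cAMP-d2, 30 min RT, read 665/620 nm.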
PTAP TSG101 blk = qHTS Assay for Iinhibitors of HIV-1 Budding by Blocking the Interaction of PTAP/TSG101; Fluorescence polarization, FITC-PTAP peptide / Tsg101 binding; Potency, µM (highest dose often 115 µM), for inactives: at the highest dose activity change, negative = inhibition, usual class: inhibitors; 340,000 tested, under 10 active; AID 493005, 2010; active = well fitted inhibition curve with a large enough effect in the main read-out, with a control signal flat, not every such curve was filed as active; inconclusive = small, poorly fitted or top-dose-only effect, or effect the other way, or a change in a side signal; inactive = no such curve, though single readings can be large or run the other way; also: potency is read from the fitted curve at half-maximal effect; % of control where 0% means no effect
Target sequence (Q99816 whole entry, looked up): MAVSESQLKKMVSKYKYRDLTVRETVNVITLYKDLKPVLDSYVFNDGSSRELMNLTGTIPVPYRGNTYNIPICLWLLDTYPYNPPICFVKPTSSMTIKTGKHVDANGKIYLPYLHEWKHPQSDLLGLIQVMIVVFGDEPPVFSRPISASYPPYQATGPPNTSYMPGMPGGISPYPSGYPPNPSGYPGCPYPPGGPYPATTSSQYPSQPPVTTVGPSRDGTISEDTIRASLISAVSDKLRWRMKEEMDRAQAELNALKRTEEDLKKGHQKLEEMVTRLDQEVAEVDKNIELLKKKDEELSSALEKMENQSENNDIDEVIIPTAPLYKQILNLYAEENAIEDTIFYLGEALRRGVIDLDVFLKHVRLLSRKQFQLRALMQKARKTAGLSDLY
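Steps: Tsg101 binding domain dispensed (10 uM final), compounds pinned in DMSO, FITC-labeled PTAP-motif peptide added (50 nM final); after 20 min binding at room temperature, polarization measured.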
S-ASM inh = Inhibitors of Secretory Acid Sphingomyelinase (S-ASM): qHTS; Sphingomyelin phosphodiesterase (Homo sapiens), P17405; Potency, µM (highest dose often 57.5 µM), without a hit: top-dose activity change, negative = inhibition, actives largely listed as inhibitors; AID 504937, 2011; 0.006% of 340,000 active; placental ASM, HMU-PC fluorogenic substrate, 60 min; also: potency is read from the fitted curve at half-maximal effect
Target sequence (P17405 47-631 limits assumed): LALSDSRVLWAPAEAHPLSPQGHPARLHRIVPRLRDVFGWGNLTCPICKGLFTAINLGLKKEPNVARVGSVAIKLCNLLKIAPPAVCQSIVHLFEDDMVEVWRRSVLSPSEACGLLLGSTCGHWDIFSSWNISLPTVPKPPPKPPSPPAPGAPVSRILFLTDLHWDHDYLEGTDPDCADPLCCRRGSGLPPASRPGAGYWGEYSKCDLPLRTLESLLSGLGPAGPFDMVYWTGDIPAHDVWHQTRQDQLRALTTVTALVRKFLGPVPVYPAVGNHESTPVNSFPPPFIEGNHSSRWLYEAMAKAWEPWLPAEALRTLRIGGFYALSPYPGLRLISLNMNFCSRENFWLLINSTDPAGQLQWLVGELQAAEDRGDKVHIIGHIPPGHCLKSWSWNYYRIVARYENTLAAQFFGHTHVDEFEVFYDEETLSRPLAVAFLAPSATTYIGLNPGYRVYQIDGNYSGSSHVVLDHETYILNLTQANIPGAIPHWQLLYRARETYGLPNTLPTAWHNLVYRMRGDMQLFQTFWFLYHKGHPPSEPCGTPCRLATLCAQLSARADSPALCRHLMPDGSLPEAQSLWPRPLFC
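Steps: dispense placental human ASM, pin compound, wait 10 min at room temperature, add HMU-PC0 substrate at 9 uM final, incubate 60 min at 37 °C, add stop solution raising pH to 10, read fluorescence.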
TCR act = Activators of T cell receptors: qHTS campaign | primary human leukocytes, anti-CD3, IL-2 HTRF, 48 h | Potency, µM (series often up to 9.22 µM), for the others: at the top dose activation of IL-2 secretion, usual class: activators | 330,000 tested, under 10 active; also: % of control where 0% means no effect
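48 hr co-incubation of compounds, a-CD3 beads and primary human leukocytes; IL-2 quantified homogeneously by HTRF with anti-IL-2 K and d2 conjugates.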
A-T KAP1 phos = qHTS Assay for Identifying a Potential Treatment of Ataxia-Telangiectasia | […] A-T fibroblasts, KAP-1 phosphorylation AlphaLISA; neocarzinostatin DNA damage 30 min before lysis | Potency, µM (highest dose often 57.5 µM), inactives show at the top dose activation, usual class: activators | 0.19% of 320,000 active; also: potency is read from the fitted curve at half-maximal effect; % of control where 0% means no effect; nearly all actives have a fitted effect of over 45% in size
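ATM-like activity read as KAP-1 phosphorylation via AlphaLISA donor/acceptor antibody pairs after lysis and 6 hr at 25C. Cells were ATM-null patient fibroblasts ([…], hTERT), dosed 60 min, then exposed to the DSB inducer NCS for 30 min.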
Mito fusion yeast = qHTS Assay for Small Molecule Inhibitors of Mitochondrial Division or Activators of Mitochondrial Fusion; S. cerevisiae fusion-defective mutant growth rescue, CellTiterGlo 48 h; AID 485298, 2010; Potency, µM (titrated, usually from 46.1 µM), for the others: at the highest dose growth rescue (activation), usual class: activators; 0.23% of 320,000 active;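 also: potency is read from the fitted curve at half-maximal effect; % of control where 0% means no effect; nearly all actives have a fitted effect of over 45% in size; temperature-sensitive fusion mutants such as fzo1-1 at 37 °C on non-fermentable ethanol glycerol medium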
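Growth-rescue viability read-out: after 48 h at the non-permissive 37C in glycerol/ethanol YPEG, yeast mitochondrial fusion mutants are measured by CellTiterGlo luminescence; compounds (23 nl pinned per well) restoring growth score as division inhibitors or fusion activators.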
MBNL1-CUG inh = qHTS Assay for Inhibitors of MBNL1-poly(CUG) RNA binding | Potency, µM (series often up to 57.5 µM), for inactives: top-dose activity change, negative = inhibition, hits mostly inhibitors | TR-FRET MBNL1-His/biotin-(CUG)12 binding, 665/545 ratio | AID 2675, 2010 | Muscleblind-like protein 1 (Homo sapiens), Q9NR56 | 0.036% of 280,000 active; active = well fitted inhibition curve with a large enough effect in the signal ratio, with a control signal flat, not every such curve was filed as active; inconclusive = small, poorly fitted or top-dose-only effect, or effect the other way, or a change in a side signal; inactive = no such curve, though single readings can be large or run the other way; the % refers to the signal ratio; also: potency is read from the fitted curve at half-maximal effect; % is scaled to controls: 0 for no effect and ±100 for the full control effect
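Compounds (final 92 nM to 58 uM) are added to His-tagged MBNL1 and biotin-(CUG)12, then terbium anti-His antibody and streptavidin-XL665 (5 nM final). After 60 min at room temperature, the 665/545 nm ratio is read.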
* = called active by the depositor; [ ] = another dose, or the depositor's remark. Unless noted, calls follow the shape of the dose curve; as a rule, active = well fitted curve in the direction sought with a large enough effect; inconclusive = small, poorly fitted or top-dose-only effect, or another doubt; inactive = no such curve, though single readings can be large; an effect the other way counts as inactive or inconclusive.

COc1ccc(CCNC(=O)CS(=O)(=O)c2cn(CC(=O)N(C(C)C)C(C)C)c3ccccc23)cc1OC was read as CXXC DNA block -1%, Integrin act MD -13%, TSHR antag 1, S-ASM inh 1%, TCR act 3%, A-T KAP1 phos 12%, Mito fusion yeast 1% and MBNL1-CUG inh -3%.
For Cc1ccc(-n2ncc(C#N)c2/N=C/N2CCCCCC2)cc1 the results were CXXC DNA block 0%, Integrin act MD -6%, Menin MLL FP TR -1%, TSHR antag -8, PTAP TSG101 blk -6%, S-ASM inh -5%, TCR act 10%, A-T KAP1 phos 6%, Mito fusion yeast 7% and MBNL1-CUG inh -6%.
Screening O=C(Nc1cccc(C(=O)N2CCOCC2)c1)c1cccnc1 returned CXXC DNA block 0%, Integrin act MD 2%, Menin MLL FP TR 8%, TSHR antag 4, PTAP TSG101 blk 4%, S-ASM inh 0%, TCR act 2%, A-T KAP1 phos -2%, Mito fusion yeast -3% and MBNL1-CUG inh -2%.
`CCOC(=O)c1ccc(CNC(=O)C(Cc2c[nH]c3ccccc23)NC(C)=O)o1` (stereo not drawn) gave CXXC DNA block -2%, Integrin act MD -12%, Menin MLL FP TR -6%, TSHR antag 2, S-ASM inh -2%, A-T KAP1 phos 11%, Mito fusion yeast 1% and MBNL1-CUG inh -5%.
Screening C=CCNC(=S)N(Cc1ccccc1)Cc1ccccc1 returned CXXC DNA block -4%, Integrin act MD 0%, Menin MLL FP TR 8%, TSHR antag 1, PTAP TSG101 blk -1%, S-ASM inh 0%, TCR act -1%, A-T KAP1 phos 1%, Mito fusion yeast 8% and MBNL1-CUG inh -8%.
For Cc1c(NC(=O)C(C)OC(=O)c2cc(Cl)ccc2O)c(=O)n(-c2ccccc2)n1C (stereo not drawn) the results were CXXC DNA block 1%, Integrin act MD -6%, TSHR antag -46, PTAP TSG101 blk -5%, S-ASM inh 3%, TCR act 0%, A-T KAP1 phos -3%, Mito fusion yeast 1% and MBNL1-CUG inh -11%.
For CCOc1cc(C(=O)NCc2ccccc2)ccc1OCC(=O)N1CCCCC1 the results were Integrin act MD 22%, TSHR antag 1, PTAP TSG101 blk 1%, S-ASM inh 0%, A-T KAP1 phos 0% and Mito fusion yeast 0%.
Cn1cccc1C(NC(=O)c1ccccc1)C(Cl)(Cl)Cl (stereo not drawn) was read as CXXC DNA block 10%, Integrin act MD -3%, Menin MLL FP TR 8%, TSHR antag -4, PTAP TSG101 blk -8%, S-ASM inh -2%, TCR act -4%, A-T KAP1 phos 8%, Mito fusion yeast 13% and MBNL1-CUG inh -2%.
For CCOc1ccccc1/C=N/NC(=O)c1cccc(S(=O)(=O)N(CC)CC)c1 the results were CXXC DNA block 21%, Integrin act MD 24%, Menin MLL FP TR 22%, TSHR antag -1, PTAP TSG101 blk 0%, S-ASM inh -5%, TCR act 2%, A-T KAP1 phos -11%, Mito fusion yeast 9% and MBNL1-CUG inh 4%.
`O=C(c1ccco1)N1CCN(C2c3ccccc3-c3ccccc32)CC1` gave CXXC DNA block -6%, Integrin act MD -24%, Menin MLL FP TR -10%, TSHR antag -24, PTAP TSG101 blk -6%, S-ASM inh -1%, A-T KAP1 phos -2%, Mito fusion yeast 7% and MBNL1-CUG inh 7%.
CCOc1ccc(S(=O)(=O)Nc2ccc(C(=O)NCCCN3CCOCC3)cc2)cc1 was read as Integrin act MD 3%, TSHR antag -2, PTAP TSG101 blk -3%, TCR act 5%, A-T KAP1 phos -11% and Mito fusion yeast 2%.
For O=C1CC(C(=O)N2CCN(Cc3ccccc3)CC2)CN1Cc1ccccc1 (stereo not drawn) the results were Integrin act MD 18%, TSHR antag 2, PTAP TSG101 blk 1%, S-ASM inh 6%, TCR act 4%, A-T KAP1 phos -5% and Mito fusion yeast -6%.
For O=C(c1ccc(-n2cnnn2)cc1)N(C1CCCCC1)C1CCCCC1 the results were CXXC DNA block -1%, Integrin act MD -2%, Menin MLL FP TR -5%, TSHR antag -1, PTAP TSG101 blk 2%, S-ASM inh -1%, TCR act -17%, A-T KAP1 phos 5%, Mito fusion yeast 5% and MBNL1-CUG inh -3%.
Screening C/C=C/c1ccc(OCC(=O)OCC2=C(C(=O)OCC)C(C)NC(=O)N2)c(OC)c1 (stereo not drawn) returned Integrin act MD -38%, TSHR antag 10, PTAP TSG101 blk -7%, S-ASM inh -6%, A-T KAP1 phos 5% and Mito fusion yeast -7%.
For CCc1ccc(OCC(O)CN2CCCC2)cc1 (stereo not drawn) the results were CXXC DNA block -6%, Integrin act MD 2%, Menin MLL FP TR 6%, TSHR antag 6, PTAP TSG101 blk -2%, S-ASM inh -2%, A-T KAP1 phos -3%, Mito fusion yeast -2% and MBNL1-CUG inh -9%.
O=c1oc2ccc(F)cc2c2c1C1O[C@](c3ccsc3)(Cc3c1ccc1ccccc31)O2 was read as CXXC DNA block 7%[23 µM], Menin MLL FP TR inconclusive, A-T KAP1 phos -1%[11.5 µM], Mito fusion yeast 0%[9.22 µM] and MBNL1-CUG inh 2%[11.5 µM].
`CCN1CCCC1CNC(=O)c1cc(S(N)(=O)=O)ccc1OC` (stereo not drawn) gave CXXC DNA block 7%, Menin MLL FP TR 0%, TSHR antag -3, PTAP TSG101 blk 0%, S-ASM inh 0%, TCR act 2% and Mito fusion yeast -5%.
CC(=O)Nc1ccc(S(=O)(=O)Nc2ncccn2)cc1 was read as CXXC DNA block -4%, Integrin act MD -1%, Menin MLL FP TR 19%, TSHR antag -8, PTAP TSG101 blk -5%, S-ASM inh 1%, TCR act 3%, A-T KAP1 phos -15%, Mito fusion yeast 3% and MBNL1-CUG inh 2%.
O=C(COc1ccc(Cl)cc1)Nc1nnc(-c2ccc3c(c2)CCCC3)o1 was read as CXXC DNA block 1%, Integrin act MD 10%, Menin MLL FP TR 4%, TSHR antag 26, PTAP TSG101 blk -5%, S-ASM inh -1%, TCR act -4%[46.1 µM], A-T KAP1 phos 9%, Mito fusion yeast inconclusive and MBNL1-CUG inh -13%.
Screening CCOc1ccc(OCCC(=O)OCC(=O)NC2CCCC2)cc1 returned Integrin act MD 9%, TSHR antag 7, PTAP TSG101 blk -2%, S-ASM inh -1%, TCR act -15%, A-T KAP1 phos 18% and Mito fusion yeast -1%.
Cc1ccc(N2C(=O)c3cccc4c(N)ccc(c34)C2=O)c2cccnc12 was read as CXXC DNA block inconclusive, Integrin act MD 12%, TSHR antag 1, PTAP TSG101 blk inconclusive, S-ASM inh -2%, TCR act -5%, A-T KAP1 phos -6%, Mito fusion yeast 4% and MBNL1-CUG inh inconclusive.
For CN(CC(=O)Nc1ccc(Cl)c(C(F)(F)F)c1)C(=O)c1ccc2c(c1)OCCO2 the results were Integrin act MD -12%, TSHR antag -1, PTAP TSG101 blk -3%, S-ASM inh -2%, TCR act 5%, A-T KAP1 phos 10% and Mito fusion yeast -14%.
CN(C)S(=O)(=O)c1ccc(-c2cn3ccccc3n2)cc1 was read as CXXC DNA block 5%, Integrin act MD 16%, Menin MLL FP TR -7%, TSHR antag -14, PTAP TSG101 blk -4%, S-ASM inh -1%, TCR act 6%, A-T KAP1 phos 5%, Mito fusion yeast -1% and MBNL1-CUG inh 6%.
`COc1ccc(/C=C(\NC(=O)c2ccc([N+](=O)[O-])cc2)C(=O)NCCCN2CCOCC2)cc1` gave CXXC DNA block 6%, Integrin act MD 14%, Menin MLL FP TR 0%, TSHR antag -6, PTAP TSG101 blk -5%, S-ASM inh 3%, TCR act -7%, A-T KAP1 phos 1%, Mito fusion yeast 1% and MBNL1-CUG inh inconclusive.
For COCCCNCCCCOc1c(Cl)cc(C)cc1Br the results were CXXC DNA block -6%, Integrin act MD -16%, Menin MLL FP TR -24%, TSHR antag 8, PTAP TSG101 blk -5%, S-ASM inh 0%, TCR act -3%, A-T KAP1 phos 1%, Mito fusion yeast -6% and MBNL1-CUG inh 3%.
For CC(=O)OC1CCC2C3CCc4cc(O)ccc4C3CCC12C (stereo not drawn) the results were CXXC DNA block 6%, Menin MLL FP TR inconclusive, PTAP TSG101 blk -3%, S-ASM inh -14% and TCR act -4%.

Only part of the results is shown (hit frequency here may not be typical).
